LEDGF integ inh – blockers of LEDGF/p75-dependent integrase strand transfer – biochemical, TR-FRET, high throughput, primary screen. actives 0.64% (n = 370,000). HIV-1 integrase (with human LEDGF/p75). AID 743269, 2014. TR-FRET IN-LEDGF/p75 DNA integration, Eu/Cy5. inhibition, % at 3.7 µM;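 active = inhibition above the screen-wide mean plus 3 SD, cut at about 13% in these data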;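 also: signal is the Cy5 over europium emission ratio at 671 and 618 nm; 0% = plate median of compound wells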
ASAP1 GAP inh – inhibitors of human ASAP1 ArfGAP activity, primary screen, biochemical, fluorescence polarization; Arf-GAP with SH3 domain, ANK repeat and PH domain-containing protein 1 (Homo sapiens), …; ASAP1-stimulated ARF1 GTP hydrolysis, GDP FP detection; actives 0.19% (n = 360,000); inhibition, % at 16.5 µM; in the data active = inhibition above about 25%;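 also: 0% = vehicle with enzyme and substrate and 100% = no enzyme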
Tn6 DDE FP – inhibitors of Tn6 peptide binding to fibrin DD(E), primary screen, biochemical, fluorescence polarization, human fibrin, Tn6 probe; actives 0.21% (n = 370,000); inhibition, % at 8.3 µM; Fibrinogen beta chain (Homo sapiens), P02675; Fibrin DD(E) TRITC-Tn6 fluorescence polarization displacement;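 active = inhibition above a per-campaign cutoff: mean of compounds within control limits plus 3 SD, cut at about 15% in these data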;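 also: 0% = median of all compound wells on the plate and 100% = blocking peptide control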
Tn7 DDE FP – inhibitors of Tn7 peptide binding to fibrin DD(E), primary screen, biochemical, fluorescence polarization, human fibrin, Tn7 probe; Fibrinogen beta chain (Homo sapiens), P02675; FP displacement of FITC-Tn7 peptide from fibrin DD(E); 0% = median of compound wells per plate; inhibition, % at 8.3 µM; actives 0.13% (n = 370,000); AID 720508, 2013;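 active = inhibition above the mean of compounds falling within the control limits plus 3 SD of them, cut at about 14% in these data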;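 also: 0% = plate median of compound wells and 100% = 10 µM Aha-Tn7 peptide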
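Test system – human fibrin DD(E) · Times – 10 min preincubation, 3 h with tracer, room temperature · Detection – fluorescence polarization of the labelled Tn7 tracer · Measure – percent inhibition normalized to high-control wells · Benchmarks – high control wells with 10 µM unlabelled Aha-Tn7 peptide (full inhibition) · Repeats – singlicate testing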
ADAM10 inh – human ADAM10 inhibitors, primary screen, biochemical, QFRET, HTS; Disintegrin and metalloproteinase domain-containing protein 10 (Homo sapiens), O14672; recombinant ADAM10, EDANS/DABCYL FRET peptide cleavage, 3 h; inhibition, % at 7 µM; actives 0.62% (n = 370,000); AID 720582, 2013;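 active = inhibition above a per-campaign cutoff equal to the mean of compounds falling between control-based bounds plus 3 SD, cut at about 20% in these data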;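 also: 0% = DMSO wells while the 100% control is not disclosed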
ARFGAP1 inhibitor – inhibitors of rat ARFGAP1 GAP activity, primary screen, biochemical, fluorescence polarization, GDP tracer; actives 0.26% (n = 360,000); Arfgap1-stimulated ARF1 GTP hydrolysis, GDP FP detection; inhibition, % at 16.5 µM;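 active = inhibition above a per-plate limit, mean inhibition of low control wells plus 3 SD, cut at about 25% in these data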;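 also: 0% = DMSO wells with enzyme and 100% = wells lacking Arfgap1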
Target sequence (Q62848 1-136 limits assumed): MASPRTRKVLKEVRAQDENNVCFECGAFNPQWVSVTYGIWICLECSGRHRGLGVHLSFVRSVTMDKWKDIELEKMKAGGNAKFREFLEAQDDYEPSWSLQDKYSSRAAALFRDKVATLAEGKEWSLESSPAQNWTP
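system = rat Arfgap1 catalytic domain, aa 1-136 | technique = FP, GDP Alexa 633 tracer displaced from anti-GDP antibody, 620/688 nm | compound = one concentration, 16.5 µM, DMSO 1.26% | medium = HEPES-based buffer, pH 7.5 | timing = compound-enzyme preincubation 20 min, reaction 120 min, detection 60 min, 25 °C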
KLK7 zymogen act – proKLK7 zymogen activators, primary screen, biochemical, fluorescence intensity. purified proKLK7, EDANS-DABCYL substrate fluorescence; 100% is mature enzyme control, 0% vehicle. actives 0.9% (n = 370,000). AID 652039, 2013. activation, % at 7 µM. Kallikrein-7 (Homo sapiens), P49862;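 active = activation above the mean of all tested compounds plus 3 SD, computed per campaign excluding outliers beyond control limits, cut at about 13% in these data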
Target sequence (P49862 whole entry, looked up): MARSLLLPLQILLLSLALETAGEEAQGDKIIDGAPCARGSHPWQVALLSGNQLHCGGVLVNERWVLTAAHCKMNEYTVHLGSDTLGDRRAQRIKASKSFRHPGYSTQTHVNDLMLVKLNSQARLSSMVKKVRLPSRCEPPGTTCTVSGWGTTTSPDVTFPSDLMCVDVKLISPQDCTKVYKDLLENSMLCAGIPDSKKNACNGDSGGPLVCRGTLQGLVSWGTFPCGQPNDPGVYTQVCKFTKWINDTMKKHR
ADAM17 inh – ADAM17 inhibitors, primary screen, biochemical, QFRET. actives 0.83% (n = 370,000). inhibition, % at 6.95 µM. AID 720648, 2013. recombinant ADAM17, EDANS/DABCYL FRET peptide cleavage;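 active = inhibition above the mean of compounds lying between control limits plus 3 SD, set per campaign, cut at about 8.5% in these data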;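 also: 0% = DMSO-only wells as the low control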
Target sequence (P78536 215-824 limits assumed): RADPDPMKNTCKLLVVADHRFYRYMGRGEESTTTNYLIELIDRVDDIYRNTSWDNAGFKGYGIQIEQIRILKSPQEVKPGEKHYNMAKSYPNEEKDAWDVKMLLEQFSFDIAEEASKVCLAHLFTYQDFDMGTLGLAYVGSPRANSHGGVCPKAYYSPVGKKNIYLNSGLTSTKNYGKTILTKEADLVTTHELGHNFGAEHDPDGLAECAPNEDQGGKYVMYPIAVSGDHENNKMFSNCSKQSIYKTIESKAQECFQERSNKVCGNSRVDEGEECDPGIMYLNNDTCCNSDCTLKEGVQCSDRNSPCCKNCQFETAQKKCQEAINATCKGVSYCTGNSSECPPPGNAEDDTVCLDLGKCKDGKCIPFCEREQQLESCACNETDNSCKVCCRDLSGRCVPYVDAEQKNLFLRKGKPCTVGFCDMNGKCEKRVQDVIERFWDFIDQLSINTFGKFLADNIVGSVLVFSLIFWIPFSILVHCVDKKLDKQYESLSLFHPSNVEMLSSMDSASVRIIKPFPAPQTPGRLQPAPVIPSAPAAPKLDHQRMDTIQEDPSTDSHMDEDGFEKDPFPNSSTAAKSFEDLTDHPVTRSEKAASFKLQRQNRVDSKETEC
TDP2 absorb – human TDP2 enzyme inhibitors, primary screen, biochemical, epi absorbance, recombinant enzyme | actives 0.34% (n = 370,000) | inhibition, % at 12.8 µM | T5PNP hydrolysis, p-nitrophenol absorbance 415 nm | AID 720702, 2013;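 active = inhibition above the mean of all tested compounds plus 3 SD, set per campaign, cut at about 25% in these data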;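 also: 0% = DMSO with enzyme and 100% = buffer with substrate but no TDP2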
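Evaluation: % inhibition relative to enzyme-containing and enzyme-free wells. Material: recombinant human TDP2. Benchmarks: enzyme-free and DMSO wells. Timing: enzyme reaction with compound for 2 h at 37 °C. Compound dosing: 12.8 µM only. Measured by: p-Nitrophenol epi absorbance. Reagent: T5PNP substrate at 5 mM, a TopII-DNA adduct mimic. Replication: single well per compound.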
PLCg1 inh – PLC-gamma1 enzyme inhibitors, primary screen, biochemical, fluorescence, purified enzyme. 1-phosphatidylinositol 4,5-bisphosphate phosphodiesterase gamma-1 (Homo sapiens), P19174. fluorogenic substrate. actives 0.84% (n = 370,000). inhibition, % at 12.2 µM; in the data active = inhibition above about 9.5%
Numbers without * were called inactive; i = inactive; . = not tested or not shown. Not a hit list; overall some 4.2% were active at least once.

SMILES	LEDGF integ inh	ASAP1 GAP inh	Tn6 DDE FP	Tn7 DDE FP	ADAM10 inh	ARFGAP1 inhibitor	KLK7 zymogen act	ADAM17 inh	TDP2 absorb	PLCg1 inh
COc1cc(NC(=O)CSc2nncn2C)c(C)cc1[N+](=O)[O-]	1	4	4	4	0	-6	0.0	1	10	0
Cc1ccc(C)c2[nH]c(=O)c(CCNC(=O)Cc3cccs3)cc12	-1	-5	1	9	-74	2	0.8	-16	13	-4
CCC(C)[C@H]1COCCS(=O)(=O)N1Cc1ccc(C)cc1 (some centres not stated)	0	2	-1	1	-3	10	0.3	-6	-2	2
Cn1c(=O)n(C)c2cc([N+](=O)[O-])c(N3CCN(C(=O)c4ccc(Cl)cc4)CC3)cc21	-3	10	10	-3	-6	-4	-0.3	-1	6	4
O=C(Cn1cnc2cc([N+](=O)[O-])ccc2c1=O)Nc1cccc(S(=O)(=O)N2CCCCC2)c1	0	7	-7	1	-15	5	-0.6	0	-2	-4
COCCN(CC(=O)NCc1ccc(OC)cc1)C(=O)CCC(=O)Nc1nccs1	3	0	-3	2	14	8	0.2	-2	5	2
CCOC(=O)[C@]12CCC=C1N(CCC1=CCCCC1)C(=O)[C@H](CC(=O)N1CCOCC1)C2	0	6	-2	-4	-2	2	0.8	-5	10	1
O=C(c1ccc(OC2CCN(Cc3ccccn3)CC2)cc1)N1CCCCO1	5	9	-1	-18	9	-4	-0.2	6	-8	2
CC(=O)Nc1ccc(C=NNC(=O)CCCC(=O)NN=Cc2ccc(NC(C)=O)cc2)cc1	-3	5	0	5	-17	10	0.5	-5	2	-3
Cc1ccc2occ(C3NC(C(=O)O)CS3)c(=O)c2c1 (configuration not stated)	-3	-14	-10	-1	-5	3	0.5	-2	3	-2
Cc1nn(-c2ccccc2)c(C)c1C(=O)OCC(O)=C(C#N)c1nc2ccccc2[nH]1	-1	-1	-3	7	-16	-12	-0.2	-3	1	-31
COC(=O)Cc1ccc(NC(=S)NCC(C)C)cc1	-1	-9	2	5	1	3	0.0	-2	4	-1
COc1ccc(C(=O)OCC(=O)Nc2cccc(C(C)=O)c2)c(OC)c1OC	-6	5	-4	-3	1	13	0.9	-1	-12	0
COc1cccc(C(=O)/C=C/Nc2ccc(S(=O)(=O)Nc3cnc4ccccc4n3)cc2)c1	-5	10	5	-4	-2	6	-0.2	0	8	-18
CC(=O)N1Cc2cc(N)ccc2Oc2ccccc21	2	3	-3	2	8	0	-0.1	-1	4	1
CC1(C)CC(=O)C(C=NCCN2CCN(C3CC(=O)N(c4ccc(Cl)c(Cl)c4)C3=O)CC2)=C(O)C1 (configuration not stated)	-1	-2	5	-6	-6	-9	0.1	-6	5	-3
CC(C)CCc1noc(CN2CCC(C(=O)N3CCOCC3)CC2)n1	0	-5	4	10	1	-7	-0.3	-5	5	-2
Cc1ccc(NS(=O)(=O)c2c(C)nc3sccn3c2=O)c(C)c1	-2	-16	4	-8	-13	8	0.6	2	-5	1
Cc1ccsc1C(=O)N1CCCC(CCC(=O)NCc2ccccc2F)C1 (configuration not stated)	4	9	5	1	2	-1	0.0	5	-20	9
Cc1ccccc1NC(=O)N1CCCC(c2nc(-c3ccc(C(C)C)cc3)no2)C1 (configuration not stated)	-1	-3	3	3	-3	2	0.3	5	-6	10*
O=C(NCCc1c[nH]c2ccccc12)c1ccc2c(c1)OCO2	-2	-2	-3	-7	-5	11	0.1	-2	9	1
CSc1oc(-c2ccco2)nc1S(=O)(=O)c1ccc(Br)cc1	4	10	7	4	-7	12	0.1	-2	-2	-22
O=C(COCc1ccccc1)N1CCC(Oc2cccnc2)CC1	-1	.	3	3	-4	.	0.1	-3	2	0
C[C@H](NC(=O)c1nc[nH]c1C(=O)N[C@@H](CCCCN)C(=O)OC(C)(C)C)C(=O)OCc1ccccc1	-2	-6	-3	4	-2	-3	0.8	-4	2	0

Compound profiles (already shown). Values in the order: LEDGF integ inh, ASAP1 GAP inh, Tn6 DDE FP, Tn7 DDE FP, ADAM10 inh, ARFGAP1 inhibitor, KLK7 zymogen act, ADAM17 inh, TDP2 absorb, PLCg1 inh
Entry for O=C(NCCc1c[nH]c2ccccc12)c1ccc2c(c1)OCO2 → -2, -2, -3, -7, -5, 11, 0.1, -2, 9, 1
Entry for Cn1c(=O)n(C)c2cc([N+](=O)[O-])c(N3CCN(C(=O)c4ccc(Cl)cc4)CC3)cc21 → -3, 10, 10, -3, -6, -4, -0.3, -1, 6, 4
Entry for CC(=O)Nc1ccc(C=NNC(=O)CCCC(=O)NN=Cc2ccc(NC(C)=O)cc2)cc1 → -3, 5, 0, 5, -17, 10, 0.5, -5, 2, -3
Entry for CCOC(=O)[C@]12CCC=C1N(CCC1=CCCCC1)C(=O)[C@H](CC(=O)N1CCOCC1)C2 → 0, 6, -2, -4, -2, 2, 0.8, -5, 10, 1

(listing goes on)
SMILES	LEDGF integ inh	ASAP1 GAP inh	Tn6 DDE FP	Tn7 DDE FP	ADAM10 inh	ARFGAP1 inhibitor	KLK7 zymogen act	ADAM17 inh	TDP2 absorb	PLCg1 inh
CCOC(=O)N1CCN(c2nc3ccc(C)cc3n3cnnc23)CC1	1	-12	-3	2	5	-4	0.7	-3	-11	-1
FC(F)(F)COc1nc(N/N=C/c2cccnc2)nc(N2CCCCC2c2ccccn2)n1 (configuration not stated)	-4	1	3	11	7	10	0.2	-1	0	-3
O=C(NCc1cccs1)C1CCCN(C(=O)Nc2ccccc2)C1 (configuration not stated)	3	-2	2	-2	3	13	0.0	1	-18	-14
CCN(CC)CCOC(=O)c1ccc(N/C=C(/C#N)c2nc(-c3cc4ccccc4oc3=O)cs2)cc1	2	72*	-2	3	-175	84*	8.2	-79	-6	-56
CC(C)N(Cc1ccccc1)C(=O)COC(=O)c1cc(S(=O)(=O)N(C)C)ccc1N1CCCC1	-4	-15	-10	2	-12	-7	0.7	-4	-7	1
Cc1cc(C)nc(SCC(=O)N/N=C/c2cccn2-c2ccc(O)cc2)n1	1	-5	6	0	7	5	-0.3	1	-10	1
CCOc1cccc(-c2c(C(=O)N/N=C/c3ccncc3)nnn2-c2nonc2N)c1	-1	-12	-3	0	-1	9	0.7	0	4	1
COCCNC(=O)c1cnn2c(C(F)(F)F)cc(-c3ccc(C)cc3)nc12	-2	7	-3	0	-17	-1	0.9	-5	13	-56
CCOC(=O)C1=C(C)NC(=O)C(C(N)=O)C1c1ccccc1 (configuration not stated)	-1	1	2	0	-4	-9	-0.8	-5	12	0
COc1ccc(N2CCN(CCCNC(=O)c3ccc(CS(=O)(=O)c4ccc(Cl)cc4)o3)CC2)cc1	-6	-3	-3	0	-5	6	0.0	-4	-8	2
O=C1c2cccc3cc(Br)cc(c23)C(=O)N1Nc1ccccc1	-3	12	-22	-6	-5	10	0.1	3	-3	4
CC(C)Cc1csc(NC(=O)C(C)C)c1C(=O)O	6	5	3	-6	0	1	0.4	-1	3	3
Cc1ccc(S(=O)(=O)N(C)CC(=O)Nc2ccncc2)cc1	-2	21	1	-1	-12	12	0.2	-5	2	1
CC12CCC(C(=O)N(CCCCN3CCN(Cc4ccccc4)CC3)C1=O)C2(C)C (configuration not stated)	-3	-3	1	4	-1	-11	0.1	-3	15	0
Cc1ccc2c(c1)C1CN(C)CCC1N2C(=S)NC(=O)c1ccc(Br)cc1 (configuration not stated)	7	6	3	-6	0	-11	-0.1	2	2	1
COCc1cc(CN2CCN(Cc3ccsc3)C(CCO)C2)ccc1OC (configuration not stated)	-1	5	0	-2	2	4	-0.6	3	-21	4
O=C(NCc1cccc(Cl)c1)c1ccc(S(=O)(=O)N2CCCCC2)cc1	1	12	-7	-8	-5	10	0.9	-1	1	-1
CCOC(=O)c1c(NC(=O)c2cccs2)sc(CC)c1-c1cccs1	0	8	-5	1	-88	10	-17	-26	-3	-105
c1ccc2c(c1)[nH]c1ccccc12	0	3	2	1	-3	0	-0.4	2	1	6
Cc1ccccc1-c1csc(C(O)(c2ccccc2)C(F)(F)F)n1 (configuration not stated)	-1	16	-9	-10	13	12	-1.2	7	-3	2
Nc1c2c(nc3ccccc13)CCC2	1	-5	3	-2	0	1	-0.1	-1	-4	4
O=C(CCSCc1ccccc1F)NCc1cccnc1	-2	-2	10	3	-8	-7	-0.1	-6	6	-2
O=C(NNC(=O)c1cccc(-n2cccc2)c1)c1ccccc1	2	-13	-8	6	-7	3	-0.3	-3	6	-3
O=C1CC2(CCN(C(=O)COc3ccc(F)cc3)CC2)Oc2ccccc21	-2	-4	0	5	-97	3	0.8	-33	1	-23
COc1cccc(NC(=O)CCP(C)(=O)O)c1	-4	3	-4	-2	7	8	0.2	3	-3	0
CCN(CC)CCCNc1cc(C)c(C#N)c2nc3ccccc3n12	1	-1	5	-3	i	6	69*	i	-1	i
CCc1nnc(NC(=O)c2cccc(S(=O)(=O)N(C)c3ccccc3)c2)s1	2	17	-6	7	1	-5	0.0	-4	-1	-3
CCOC(=O)CCC(NC(=O)CC(=O)NC(CCC(=O)OCC)C(=O)OCC)C(=O)OCC (configuration not stated)	-1	-4	5	8	2	4	-0.6	-1	6	0
CCCCCn1cnnc1SCC(=O)c1ccc2c(c1)OCO2	2	-11	1	-4	-5	6	-0.1	-2	-9	1
CC(=O)c1ccc(N2CCN(C(=O)c3ccc4c(c3)OCO4)CC2)cc1	-1	8	-10	2	-43	14	0.5	-10	-9	-6
CNc1cncc(-c2ccc(CN(C)C)cc2)n1	2	2	4	0	i	1	116*	i	4	i
COCCn1nc2cc(C(=O)NCc3cc(C(F)(F)F)cc(C(F)(F)F)c3)ccc2c1OC	-2	-4	7	2	i	3	-2.4	-219	-4	-423
Cc1ccc(S(=O)(=O)NC(C)C(c2cccs2)N2CCN(c3ccccc3)CC2)cc1 (configuration not stated)	-2	4	-1	5	3	0	-0.1	5	-3	5
CNc1cc(-c2ccc(O)cc2C)ncn1	-3	-15	4	2	-8	7	1.1	-1	-5	-1
